PGC1a acetyl inh – lowers PGC1a acetylation signal in U2OS cells | actives 0.17% (n = 350,000) | inhibition, % at 15.6 µM | AlphaScreen anti-acetyl-lysine; with virally co-expressed GCN5 acetyltransferase;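 active = every replicate shows inhibition of at least 40%; inconclusive = mean inhibition at least 40% but some replicate below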;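 also: 0% = neutral control wells and 100% = positive control wells; some results beyond the cut were filed as inactive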
Casp6 inh – caspase-6 (human) enzyme inhibition; P55212; purified caspase-6, Z-VEID-R110 cleavage fluorescence; inhibition, % at 12.5 µM; actives 0.53% (n = 350,000); AID 686996;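 active = mean inhibition across replicates at least about 35%, with every replicate also reaching that limit, limit read from the data; inconclusive = only one of the two criteria met; inactive = neither criterion met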;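 also: 0% = median of neutral control wells and 100% = no fluorescence left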
Target sequence (P55212 24-179 limits assumed): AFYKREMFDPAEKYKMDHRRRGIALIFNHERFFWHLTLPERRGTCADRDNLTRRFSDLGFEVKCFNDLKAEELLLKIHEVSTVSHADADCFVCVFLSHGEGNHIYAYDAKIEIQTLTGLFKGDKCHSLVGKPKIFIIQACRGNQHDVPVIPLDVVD
Target sequence (P55212 194-293 limits assumed): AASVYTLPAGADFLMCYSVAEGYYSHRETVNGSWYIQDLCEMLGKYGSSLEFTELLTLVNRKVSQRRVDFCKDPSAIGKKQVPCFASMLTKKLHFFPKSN
Cneo AK release – Cryptococcus neoformans lysis via adenylate kinase release; C. neoformans lysis, adenylate kinase release luminescence, 4 h; normalised: neutral wells 0, clomiphene wells 100; lysis activity, % at 15 µM; actives 0.2% (n = 360,000); AID 651654;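 active = mean lysis activity across replicates of at least 80%, whatever share of replicates individually reach that level; inactive = mean lysis activity below 80%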
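Material – Cryptococcus neoformans yeast cells · Quantity – 5 × 10^6 yeast cells/mL · Buffer or medium – YPD medium · Compound – single dose · Timing – 4 h static compound exposure, 37 °C, read 1 h post-reagent · Signal – adenylate kinase release luminescence · Read-out basis – lysis from increased AK signal · Benchmarks – Clomiphene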
EWS-Fli block – EWS/Fli transcriptional activity inhibition | A673 NR0B1-luciferase reporter, viability-normalised | inhibition, % at 12.6 µM | actives 0.67% (n = 350,000);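 active = mean inhibition of at least 50% after viability correction, with every replicate also passing that limit; inconclusive = mean reaches 50% but only one of two replicates passes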;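 also: firefly luciferase signal divided by Alamar Blue viability fluorescence both relative to DMSO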
FN deposit inh – fibronectin deposition inhibition | AH1F fibroblasts, Alexa488-fibronectin deposition fluorescence, overnight | inhibition, % at 12.6 µM | actives 0.086% (n = 350,000);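 active = mean inhibition across replicates of 30% or more, regardless of how many single replicates reach that level; inconclusive = mean under 30% yet at least half of replicates reach 30%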;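 also: positive control wells lacked labelled fibronectin entirely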
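Measured by – fluorescence 485/525 nm · System – AH1F fibroblast monolayer, labelled fibronectin deposition · Amount – 10000 cells per well · Buffer or medium – serum-reduced DMEM (2% serum) · Doses – single dose, pinned · Also added – fluorescent fibronectin at 24 nM final · Schedule – 1 h cell attachment, overnight exposure to compound and label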
PAX8 reporter – inhibitors of PAX8 transcriptional activity in RMG-I cells | RMG-I TPO-luciferase reporter, SteadyGlo, 24 h | inhibition, % at 12.6 µM | actives 1.2% (n = 360,000);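 active = mean replicate inhibition at least 60% with every replicate also reaching 60%; inconclusive = only one of the two criteria is met; inactive = mean below 60% and not all replicates reaching 60%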;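 also: luciferase light reporting Pax8 driven TPO promoter activity; plate controls were median of neutral control wells for no effect and mitoxantrone controls for full effect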
LGR2 inh – Drosophila LGR2 receptor signaling inhibition; HEK293 LGR2, CRE-luciferase, bursicon-stimulated, 4 h; inhibition, % at 9.99 µM; actives 0.35% (n = 380,000); AID 720647;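 active = drop in luminescence signal, shown as inhibition above about 50% in the replicate tests, limit read from the data, passing the limit was not always enough; inconclusive = probably only some replicates passing the limit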;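 also: agonist challenge used bursicon conditioned medium at about half maximal strength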
miR-122 sensor – inhibitors of miR-122 in Huh7 cells. Huh7 miR-122 Renilla luciferase sensor, 48 h; neutral wells = 0, positive control = 100. activation (reporter increase), % at 12.5 µM. actives 0.3% (n = 340,000);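 active = mean replicate activation score at least 90 and every replicate individually at or above 90; inconclusive = only one of the two criteria met; inactive = neither criterion met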;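 also: higher luciferase means less miR-122 activity so hits act as miR-122 inhibitors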
* hit, by the source's call; ? = inconclusive; . = no result given; & = joins results of further samples; [ ] = remark or other dose.

SMILES	PGC1a acetyl inh	Casp6 inh	Cneo AK release	EWS-Fli block	FN deposit inh	PAX8 reporter	LGR2 inh	miR-122 sensor
Cc1ccc(C2c3c(oc4cc(C)c(C)cc4c3=O)C(=O)N2CCCN2CCOCC2)cc1 (configuration not stated)	-3	4	0	4	-2	-8	-7	-6
COc1ccc(CCC(=O)NCC23CC4CC(CC(C4)C2)C3)cc1	.	2	2	-1	-2	15	-18	.
Cc1ccc(S(=O)(=O)N2CCN(Cc3cccnc3)CC2)cc1	-7	2	7	.	-2	.	-22	-6
CO[C@@H]1CN(C)C(=O)c2cc(NC(=O)Nc3ccc(Cl)cc3)ccc2OC[C@H](C)NC[C@@H]1C	0	-2	5	-4	-18	.	2	-3[16.7 µM]
C[C@H]1CN([C@@H](C)CO)C(=O)Cc2cc(NC(=O)Nc3ccc4c(c3)OCO4)ccc2O[C@H]1CN(C)S(=O)(=O)c1cn(C)cn1	-7	.	51	-3	.	-23	4	2[16.7 µM]
CN1CCN(S(=O)(=O)c2cccc(C(=O)NCc3ccccc3Cl)c2)CC1	.	4	.	12	3	-26	0	.
C=C(C)CNC(=S)N/N=C\c1ccc2c(c1)OCO2	0	0	13	-2	7	-38	-24	4
CCN(CC)c1ccc(/C=N/NC(=O)CC(C)C)cc1	4	-3	1	-15	-9	-16	-21	3
O=C(CCc1ccccc1)Nc1cccc(S(=O)(=O)N2CCOCC2)c1	.	-1	-3	2	-3	13	-14	.
C[C@@H]1CN([C@H](C)CO)C(=O)c2cc(Br)cnc2O[C@H]1CN(C)Cc1ccccc1	-3	1&4	-1&2	0&5	-6	-4	-21	-3
Cc1ccc(S(=O)(=O)N2CCN(C(=O)COC(=O)COc3cccc4c3OC(C)(C)C4)CC2)cc1	1	-2	.	-1	2	-9	-4	0
CCOC(=O)C1=C(c2ccccc2)OC(N)=C(C#N)C1c1cccs1 (configuration not stated)	-4	.	0	.	3	.	9	10
COc1ccccc1-c1csc(C(C)(O)c2ccccc2)n1 (configuration not stated)	.	10	-2	6	11	0	3	0
CC(C)(C)/C=N/NC(=O)C1CC1	-4	-1	-1	-6	-4	11	3	-8
Cc1nc2c3ccccc3[nH]c(=O)n2n1	4	.	3	.	5	.	.	-14
CC=Cc1ccc2n(c1=O)C[C@H]1[C@H](CO)[C@@H](C(=O)NCc3ccccc3)[C@@H]2N1CC (mixture of isomers)	3	4	-2	6	.	4	1	-1[16.7 µM]
CC(=O)Nc1cccc(Oc2ccc([N+](=O)[O-])cc2Cl)c1	.	8	.	5	.	-21	-4	.
O=C(Nc1ccc(Cl)cc1)N[C@H]1CC[C@@H](CCNC(=O)c2ccccc2F)O[C@H]1CO	5	0	5	2	-4	-15	-8	.
C/C(=C1/SC(N2CCOCC2)=NC1=O)c1ccc(Cl)cc1	32	-3	0	.	.	.	-4	.
O=S(N1CCc2ccccc21)C12CC3CC(CC(C3)C1)C2 (configuration not stated)	3	2	.	11	6	-4	24	.
CCNc1nc(NCC)n2c(SCC(=O)c3ccccc3F)nnc2n1	1	1	.	2	-3	17	-19	.
NNc1nc2c(F)cccc2s1	.	0	.	-50	0	0	-16	.
C[C@@H]1CN([C@H](C)CO)C(=O)c2cc(C#Cc3ccccc3F)cnc2O[C@H]1CN(C)S(=O)(=O)c1ccccc1F	1	-2	0	1	-3	.	9	-7[16.7 µM]
COc1ccc(NC(=O)c2ccccc2N(Cc2ccccc2)S(C)(=O)=O)c(OC)c1	.	0	0	5	2	13	13	.
CCNc1nc(C)nc2c1oc1ccccc12	16	.	10	.	-1	.	3	-1
COc1ccc(S(=O)(=O)N(C)C[C@@H]2Oc3ccc(NC(=O)CCN4CCOCC4)cc3C(=O)N([C@H](C)CO)C[C@H]2C)cc1	?	0	3	-4	-2	.	-13	4[16.7 µM]
O=C(C1CCC1)N1CC2(C1)[C@H](c1ccccc1)[C@@H](CO)N2Cc1nccs1	-6	0	.	-4	-2	.	14	.
CS(=O)(=O)Nc1ccc2c(c1)[C@H]1C[C@H](CC(=O)NCCc3ccccc3)O[C@@H](CO)[C@H]1O2	-1	3	-1	-7	4	-9	-4	3[16.7 µM]
C[C@]1(C(=O)NCc2ccccc2)c2ccccc2C(=O)N(Cc2ccc(OC(F)(F)F)cc2)[C@H]1c1ccc(CO)cc1	-4	1	-2	2	.	6	.	.
Cc1ccc(C)c(OCc2nnc(NC(=O)c3ccc4c(c3)OCO4)s2)c1	2	1	.	-6	7	-11	2	4
Cc1ccc(Sc2nc(-c3ccccc3)nnc2C(F)(F)F)cc1	-4	.	0	.	-6	.	.	1
CC(=O)c1ccc(N2CCN(CC(=O)NC(=O)NCc3ccccc3)CC2)cc1	2	-1	-1	-7	0	-8	6	3
COc1ccccc1C(=O)NC(=O)COC(=O)CNC(=O)c1ccc(Cl)cc1Cl	3	-1	1	7	-6	10	-1	8
c1csc(-c2ccc(N3CCOCC3)nn2)c1	6	3	-5	8	-2	-39	18	0
CC(C)NC(=O)N(C)C[C@H]1Oc2ccc(NC(=O)Nc3cccc4ccccc34)cc2CC(=O)N([C@@H](C)CO)C[C@@H]1C	9	0	-8	-2	.	-6	-9	-1[16.7 µM]
Nc1n[nH]c2ccccc12	.	-3	.	9	3	19	-7	.
COc1ccc(CCNC(=O)Cn2nnc(-c3cccs3)n2)cc1OC	.	-4	.	11	.	.	-1	5
C[C@H]1CN([C@@H](C)CO)C(=O)c2cc(NC(=O)c3ccncc3)ccc2O[C@H]1CN(C)S(=O)(=O)c1ccc(F)cc1	10	-1	11	0	-8	-2	4	-1[16.7 µM]
Cc1ccc(S(=O)(=O)N(C)CCCC(=O)n2nc(C)cc2C)cc1	-11	.	-5	.	-1	-14	.	-2
Cc1ccc([C@@H]2[C@@H]3C(=O)N(c4ccccc4)C(=O)[C@@H]3[C@]3(C)C(=O)N(Cc4ccccn4)CC(=O)N23)o1	10	1	-2	-3	-2	3	.	0
Cc1ccccc1NC(=O)N1CCC(C(=O)c2ccc(F)cc2)CC1	.	3	.	0	-11	5	-13	.
Cc1ccc(S(=O)(=O)N(C)C[C@H]2Oc3c(NC(=O)c4cc(C)nn4C)cccc3C(=O)N([C@@H](C)CO)C[C@H]2C)cc1	2	.	-1	-10	.	-22	-4	3[16.7 µM]
O=C(Nc1ncccc1O)c1ccc2c(c1)OCO2	-3	1	-3	-63	9	-91	-21	.
COc1ccc(CC(=O)OCC(=O)Nc2cccnc2Cl)cc1OC	6	2	0	-7	15	8	5	-2
CN(C)CCCNC(=O)C[C@@H]1CC[C@H]2[C@H](COc3ccc(NS(C)(=O)=O)cc3C(=O)N2C)O1	2	1	1	-22	-6	-44	24	-18[16.7 µM]
COc1ccccc1-c1coc2c(CN3CCN(C)CC3)c(O)ccc2c1=O	10	.	-1	.	1	9	.	15
N#Cc1ccc(C(=O)N2CCCCC2c2cc(C(=O)Nc3ccccc3Cl)no2)cc1 (configuration not stated)	-2	0	4	-1	2	-23	13	-1
COC(=O)c1ccc(S(=O)(=O)c2ccc(Cl)cc2)c(N)c1	-2	4	0	-4	7	-11	-11	7
COc1ccc(NC(=O)COC(=O)c2ccc(N3CCCC3=O)cc2)cc1	9	-1	0	3	-2	-5	-9	-4
C1CCCC(N2CCNCC2)CC1	-2	.	3	.	-4	.	-2	-3
Next records:
SMILES	PGC1a acetyl inh	Casp6 inh	Cneo AK release	EWS-Fli block	FN deposit inh	PAX8 reporter	LGR2 inh	miR-122 sensor
CCOc1ccccc1NC(=O)NC1CC2CCCC(C1)N2Cc1nnnn1CCc1ccccc1 (configuration not stated)	.	.	1	.	-9	-4	.	-18
C[C@@H]1CN([C@@H](C)CO)C(=O)c2c(c3ccccc3n2C)-c2ccccc2CO[C@@H]1CN(C)C	-7	1	-4	5	-1	-37	-4	.
Cc1ccc(S(=O)(=O)N[C@H]2CC[C@@H](CCNC(=O)CN3CCOCC3)O[C@H]2CO)cc1	3	2	0	8	.	-9	2	.
COc1cccc(-c2c(NC(=O)c3ccco3)n(-c3ccc(C)cc3)nc(C)c2=O)c1	-10	.	1	.	-2	9	.	1
CCCCP(=O)(CCCC)c1ccccc1C(=O)O	-3	.	2	.	.	.	4	-1
O=C(CCNc1cccc(Cl)c1)c1cccs1	-3	4	.	-15	.	.	-64	-6
CC1CC(CN)CC(CO)C1 (configuration not stated)	-18	1	.	1	3	3	8	-5
COc1ccc(CN(C)CC(=O)Nc2ccc(Cl)cc2F)c(OC)c1	.	1	.	0	-1	-12	-8	.
O=C(c1ccc2n[nH]nc2c1)N1CCN(c2ccc(C(F)(F)F)cn2)CC1	6	2	-2	-5	1	2	15	3
CC(C)COC(=O)N(C)C[C@@H]1OCc2cn(nn2)CCCC(=O)N([C@H](C)CO)C[C@@H]1C	5	.	.	10	-9	2	14	0[16.7 µM]
O=C(CSc1ccccc1)NC1CCCCCC1	-3	0	1	-77	0	-95	-67	-1
O=C(NCc1ccco1)c1sc2cc(Cl)ccc2c1Cl	-1	.	-1	.	-2	.	.	6
O=C(Nc1ccc(Cl)c(S(=O)(=O)N2CCOCC2)c1)c1ccc(Cl)nc1	.	-3	-2	15	12	37	16	.
CN1CCN(C(=O)C2=C[C@@H](c3coc4ccccc4c3=O)C[C@@H](OCCCCO)O2)CC1	-1&-1	4&-6	-2&1	-11&-11	10	-15&9	-2	1
CC(C)CC(=O)c1c[nH]c(C(=O)NCCc2ccccn2)c1	-11	.	-4	.	1	.	.	-4
C[C@@H]1CCCCO[C@@H](CN(C)S(=O)(=O)c2ccc(F)cc2)[C@@H](C)CN([C@H](C)CO)C(=O)c2cc(NC(=O)c3ccncc3)ccc2O1	10	-5	0	-6	.	.	.	8[16.7 µM]
COC(=O)c1ccc(C(=O)NC2CCCN(Cc3ccc(Cl)cc3)C2)nc1 (configuration not stated)	.	5	1	-4	2	3	-1	.
Cc1[nH]n(-c2ccc([N+](=O)[O-])cc2)c(=O)c1C=NCCc1c[nH]c2ccccc12	11	.	0	-4	3	-5	-9	-7
COc1ccc(-c2cc3c(=O)n(CC(=O)NCCCc4ccccc4)ncn3n2)cc1	-10	-3	0	-35	10	-129	-25	-4
COCC(=O)N1[C@@H]2c3ccc(C4=CCCC4)c(=O)n3C[C@@H]2[C@@H](CO)[C@@H]1C(=O)N1CCCCC1	.	0	-5	2	.	.	4	1[16.7 µM]
COc1ccc(CCNC(=O)CN(c2cccc([N+](=O)[O-])c2)S(C)(=O)=O)cc1OC	.	-1	.	6	2	-11	-19	.
Cc1ccc(Nc2nc3c(c(=O)[nH]c(=O)n3C)n2Cc2ccc(F)cc2)cc1	1	.	4	.	.	.	12	0
C[C@H]1CN([C@@H](C)CO)C(=O)CCCn2cc(nn2)CO[C@H]1CN(C)C(=O)Cc1ccccc1	0	.	.	4	-1	0	21	-2[16.7 µM]
O=C(CNc1ccccc1)NNC1=NCCC1	.	-1	.	-12	5	-3	-33	.

Screens (PubChem BioAssay)
